Source: PubChem BioAssay (National Center for Advancing Translational Sciences (NCATS))
EPAC2 ag: activates human EPAC2 exchange factor; Q8WZA2; EPAC2 activation, biochemical qHTS; response scale: 100% = 6.5 mM cAMP response; Potency, µM (titrated, usually from 154 µM), inactives show at the highest dose activation, hits mostly activators; hit rate 0.079% among 360,000; AID 720711; further: potency means the concentration at half of the fitted maximal effect; nearly all actives have a fitted effect of over 50% in size
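Readout is BODIPY fluorescence (480 nm excitation, 540 nm emission), which falls as labeled GDP is exchanged off Rap1B. EPAC2 at 100 nM acted on 250 nM RAP1B-BODIPY-GDP with 50 uM GDP present.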
D3 ag: D3 dopamine receptor (human) agonism. P35462. hit rate 0.58% among 410,000. D3R DiscoveRx beta-arrestin cells, luminescence, 90 min. max activation, %; in the data active means max activation above about 30%; further: 0% is about no effect; mostly tested at two doses, the higher about 12 µM
Target sequence (P35462 whole entry, looked up): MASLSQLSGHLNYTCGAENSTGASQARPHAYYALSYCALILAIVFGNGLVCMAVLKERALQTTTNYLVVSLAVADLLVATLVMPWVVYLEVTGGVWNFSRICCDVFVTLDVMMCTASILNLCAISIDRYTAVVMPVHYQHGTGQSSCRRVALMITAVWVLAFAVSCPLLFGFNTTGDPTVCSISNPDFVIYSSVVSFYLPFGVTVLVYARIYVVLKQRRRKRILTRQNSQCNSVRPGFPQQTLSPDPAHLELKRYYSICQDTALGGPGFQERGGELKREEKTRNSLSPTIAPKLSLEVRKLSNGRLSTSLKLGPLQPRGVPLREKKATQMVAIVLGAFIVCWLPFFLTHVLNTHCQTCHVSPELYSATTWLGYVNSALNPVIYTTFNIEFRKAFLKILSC
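Cells at 1500/well, incubated overnight, then treated with pinned compounds (dopamine as control) for 90 min at 37 degrees C. DiscoveRx reagent added for 30 - 60 minutes at room temperature; luminescence read.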
pAkt inh: inhibitors of Akt phosphorylation | Neuro2A IGF-stimulated pAkt S473 HTRF, 20 min; stronger effect = lower value | activity change, % for hits at 50 µM | AID 651550 | hit rate 0.32% among 360,000; in the data active means activity change below about -80%; inconclusive means mostly about -51% to -80%; further: on the % scale 0 is the no-effect control and ±100 the full control effect
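Single-point screen (50 µM final compound) in Neuro2A cells stimulated 20 min with 6 nM IGF at 37 deg C. After lysis, Ser473-phosphorylated Akt read by HTRF (ex 330 nm, em 615/665 nm) as the 665/615 ratio.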
DRD3 antagonist: blocks the human D3 dopamine receptor; P35462; D3R cells, DiscoveRx beta-arrestin luminescence, antagonist mode; stronger effect = lower value; max response, negative = inhibition, %; hit rate 2.5% among 360,000; AID 652054; in the data active means max response below about -50%; inconclusive means no clear call, values can overlap the other calls; further: on the % scale 0 is the no-effect control and ±100 the full control effect; mostly tested at two doses, the higher about 12 µM
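Cells plated overnight at 1500 cells/well, then exposed to library compounds with dopamine controls for 90 minutes at 37 degrees C. DiscoveRx reagent added for 30–60 minutes at room temperature; luminescence read, quantitative HTS format.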
EPAC2 antag: blocks human EPAC2 exchange factor. hit rate 0.18% among 360,000. Q8WZA2. EPAC2 GEF exchange of Rap1B-BODIPY-GDP, fluorescence. AID 720708. Potency, µM (doses to about 114 µM), inactives show top-dose activity, negative = inhibition, hits mostly inhibitors; further: potency means the concentration at half of the fitted maximal effect; on the % scale 0 is the no-effect control and ±100 the full control effect; nearly all actives have a fitted effect of over 45% in size; many of its hits are not listed in these tables
PTHR1 agonist: PTHR1 (human) receptor agonism. Potency, µM (doses to about 115 µM), for inactives: at the top dose activation, most hits filed as activators. HEK293 GP2 PTHR1 cells, GloSensor cAMP luminescence, 1 h. hit rate 0.075% among 410,000; further: potency means the concentration at half of the fitted maximal effect; nearly all actives have a fitted effect of over 55% in size; some results filed as inactive show a strong effect at the top dose; inactives centre near -15; many of its hits are not listed in these tables
Target sequence (Q03431 whole entry, looked up): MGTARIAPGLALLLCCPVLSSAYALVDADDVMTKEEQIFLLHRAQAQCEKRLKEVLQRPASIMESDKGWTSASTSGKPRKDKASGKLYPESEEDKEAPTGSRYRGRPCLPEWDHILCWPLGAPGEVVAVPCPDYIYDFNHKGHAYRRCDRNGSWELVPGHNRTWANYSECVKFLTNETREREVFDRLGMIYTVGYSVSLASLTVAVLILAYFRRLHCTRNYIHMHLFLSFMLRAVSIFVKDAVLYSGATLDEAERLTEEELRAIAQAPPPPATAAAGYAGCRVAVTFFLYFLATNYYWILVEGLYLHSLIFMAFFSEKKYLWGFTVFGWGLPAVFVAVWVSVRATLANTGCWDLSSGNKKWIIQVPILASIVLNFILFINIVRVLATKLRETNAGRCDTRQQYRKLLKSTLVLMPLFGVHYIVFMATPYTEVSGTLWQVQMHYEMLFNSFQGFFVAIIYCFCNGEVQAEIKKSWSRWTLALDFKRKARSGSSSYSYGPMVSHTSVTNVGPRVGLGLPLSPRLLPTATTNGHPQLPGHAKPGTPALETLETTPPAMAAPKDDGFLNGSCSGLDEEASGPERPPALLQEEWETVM
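HEK-293-derived GP2 cells expressing PTHR1 and a GloSensor cAMP reporter, 3,000/well, plated overnight, given luciferin plus IBMX (each 0.5 mM as added) for 1 h at 37 °C, then compound for 1 h at 37 °C. Luminescence was read after 15 min at room temperature.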
MmCpn inh: blocks the Methanococcus maripaludis chaperonin Mm-Cpn | purified Mm-Cpn ATPase, ADP Transcreener TR-FRET | Potency, µM (doses to about 76.9 µM), inactives show top-dose activity, negative = inhibition, most hits filed as inhibitors | hit rate 0.031% among 330,000 | AID 504842; further: potency means the concentration at half of the fitted maximal effect; on the % scale 0 is the no-effect control and ±100 the full control effect; nearly all actives have a fitted effect of over 80% in size
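ATPase turnover read by TR-FRET ADP competition (Eu cryptate antibody/ADP-d2, 665/590 nm): 10uM ATP final, 25nM Mm-CPN final, 30 min 37degC after 10-min compound preincubation, pH 7.4 Tris/KCl/MgCl2/DTT buffer.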
CCT chaperon mod: changes cytosolic chaperonin activity | activity change, % (test concentration not listed), hits read low | AID 651819 | purified chaperonin ATPase assay, HTRF ADP detection, 30 min | hit rate 0.3% among 360,000; in the data active means activity change below about -30%; further: on the % scale 0 is the no-effect control and ±100 the full control effect
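TRiC at 40 or 20 nM final (batch-dependent) in 30 mM Tris pH 7.4, 100 mM KCl, 5 mM MgCl2, 1 mM DTT, with compound at single 76 uM and 10 uM ATP, 30 min at 37 deg C. ADP detected by HTRF Transcreener, 665/615 ratio.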
An asterisk follows results filed as active; i = inactive; ? = inconclusive; nt = not tested or not shown; & = joins results of further samples; [ ] = dose if it differs, or a comment. Unless noted, the call rests on the fitted dose curve; in most records, active means well fitted curve in the direction sought with a large enough effect; inconclusive means small, poorly fitted or top-dose-only effect, or another doubt; inactive means no such curve, though single readings can be large; an effect the other way counts as inactive or inconclusive. These rows are one share of the data (hit frequency here may not be typical).

SMILES	EPAC2 ag	D3 ag	pAkt inh	DRD3 antagonist	EPAC2 antag	PTHR1 agonist	MmCpn inh	CCT chaperon mod
Cc1cc(NC(=O)COC(=O)c2c(C)nn(Cc3ccccc3Cl)c2C)no1	7%	-2	i	-21	26%	i	-2%	2.9
COCCn1c(-c2ccccc2)cc(C(=O)O)c1C	2%	-3	i	3	-2%	i	nt	-4.7
CC/C(=N\NC(=O)c1ccccc1)c1c(O)n(Cc2ccccc2)c(=O)[nH]c1=O	9%	-3	i	0	-18%	-7%	1%	-2.4
Fc1ccc(C2=CCN(C(c3ccc(Cl)cc3)c3nnnn3Cc3ccccc3)CC2)cc1 (configuration not stated)	6%	8	i	5	-3%	-3%	1%	-0.2
CCOC(=O)c1c(C)n(Cc2ccc(F)cc2)c2ccc(O)cc12	9%	2	i	-10	?	-12%	1%	-2.2
C=CCc1cc(OC)c2c(c1)OCO2	10%	9	i	-9	20%	i	2%	-1.8
C=C1C(=O)[C@@]23C[C@H]4[C@@H]5[C@@]6(C)CCC[C@@]57[C@@H]2[C@@H](O)[C@@H]1C[C@H]3[C@H]7N4C6	12%	-26	i	?	1%	-36%[inhibitor]	nt	2.7
c1ccc2c(c1)OCC(C1=NCCN1)O2 (configuration not stated)	3%	-44&-11	i	?	1%	-53%[inhibitor]	-19%	1.1
CCc1ccc(NC(=O)CCNC(=O)N2C[C@H]3C[C@@H](C2)c2cccc(=O)n2C3)cc1	6%	-9	i	-17	-9%	-18%	2%	-0.5
CCOC(=O)c1c(/N=C/c2c(O)n(-c3ccccc3F)c(=S)[nH]c2=O)sc2c1CCCC2	11%	-6	i	0	24%	i	-2%	-2.6
O=C(CNC(=O)OCc1ccccc1)Nc1ccc(Br)cc1C(=O)c1ccccc1	-3%	-1	i	-5	-6%	i	0%	0.3
O=C(COc1ccc(Cl)cc1)N1CCN(C2CCCC2)CC1	2%	4	i	-17	1%	i	-5%	-0.1
O=P(Nc1cccnc1)(Oc1ccccc1)Oc1ccccc1	10%	4	i	2	?	-7%	-3%	-2.0
COC1=CC(=O)[C@]2(C=C1OC)OC[C@@H]1Oc3c(ccc4c3C=CC(C)(C)O4)C(=O)[C@@H]12	9%	70*	i	61	16%	-25%	-2%	-1.2
CCOC(=O)[C@]12Cc3ccc(C)cc3[C@H]1N(C1CCCCC1)C(=O)c1cc(OC)ccc12	3%	-10	i	?	?	-96%[inhibitor]	nt	0.1
CC(=O)c1c(C)n(CC2CCCO2)c2ccc(O)cc12 (configuration not stated)	-2%	1	i	5	2%	i	0%	-3.0
CC(=O)N1CCN(c2ccc(N=Cc3c(O)n(Cc4ccccc4)c(=O)[nH]c3=O)cc2)CC1	-5%[15.6 µM]	-2	nt	-10	58%[activator]	-82%[inhibitor][57.5 µM]	-2%	-0.3
Cc1cccc(NC(=O)c2cnc3sccn3c2=O)n1	7%	3	i	15	4%	-37%[inhibitor]	nt	1.3
O=c1oc2ccccc2n1CSC1=NCCS1	8%	-21	i	5	10%	-55%[inhibitor][57.5 µM]	1%	-1.8
CC(=O)OC1CCC2(C)C(=CC(=O)C3C2CCC2(C)C(OC(C)=O)CCC32)C1 (configuration not stated)	-8%	9	i	7	2%	i	nt	-0.3
COc1ccc(-n2c(-c3ccccc3[N+](=O)[O-])nc3ccccc3c2=O)cc1	8%	3	i	6	-9%	-15%	-2%	1.9
CCC(COC(=O)NC)NC(=O)Oc1cccc(C)c1 (configuration not stated)	1%	4	i	14	9%	i	0%	1.3
Fc1ccc(CN2CCN(c3ccc(Cl)cc3)CC2)cc1	21%	0	i	-52*	-13%	-38%[inhibitor]	-1%	-0.7
CN1C(=O)C(=Cc2ccc(OCC(=O)Nc3ccccc3)cc2)C(=O)N(C)C1=O	9%	1	i	-2	-10%	-87%[inhibitor]	-4%	-0.8
COC(=O)C1=C(c2cc3ccccc3s2)C[C@@H]2CC[C@H]1N2C(=O)NCc1cccc2ccccc12	13%	-9	i	-15	-8%	-20%	nt	0.3
CC1=CC(=O)NP(=O)(Oc2ccc3ccccc3c2)N1 (configuration not stated)	8%	-4	i	0	3%	-5%[57.5 µM]	?	-4.7
Cc1ccc(OCC(=O)N2CCN(Cc3ccc([N+](=O)[O-])cc3)CC2)cc1	10%	-6	i	-17	-1%	-50%[inhibitor]	-1%	-4.4
O=C(C[C@H]1C=C[C@H](NC(=O)Nc2ccccc2F)[C@@H](CO)O1)NCc1ccc(-c2ccccc2)cc1	3%	2	i	12	?	2%	nt	nt
N#CCCn1cc(C(=O)Nc2ccc(F)cc2)c(-c2ccccc2)n1	8%	0	i	-28	-3%	i	2%	-3.3
CC1CCCN(C(=O)CN2C3CCC2CC(O)(c2ccc(F)cc2)C3)C1 (configuration not stated)	6%	-26	i	-23	0%	0%	1%	-27
CC=C(CC)C1(CC)C(=O)NC(=S)NC1=O	-1%	6	i	3	8%	i	nt	-1.4
CCOc1ccc(N=Cc2c(O)n(Cc3ccccc3)c(=S)[nH]c2=O)cc1	2%	-2	i	-7	8%	-12%	-10%	0.2
COC(=O)C1=C(c2ccc(F)cc2F)C[C@@H]2CC[C@H]1N2C(=O)N1CCC(O)(c2ccc(Cl)cc2)CC1	-1%	-11	i	-30	-8%	-13%	0%	-1.3
CC[N+](CC)(CC#CCO)CC#Cc1ccccc1	-4%	-2	i	22	-1%	i	-1%	0.1
COCCCn1c(N)c(C(=O)Nc2sc3c(c2C(=O)OC)CCCC3)c2nc3ccccc3nc21	9%	14	i	14	-3%	-8%[57.5 µM]	1%	0.6
O=c1[nH]c2ccccc2n1C1CCN(C(c2cccc3ccccc23)c2nnnn2-c2ccc3c(c2)OCCO3)CC1 (configuration not stated)	5%	9	i	51	-5%	i	nt	-0.6
COc1ccccc1-n1c(O)c(/C=N/NC(=S)Nc2ccccc2)c(=O)[nH]c1=S	10%	5	i	17	5%	-10%	-2%	-5.0
Cc1ccsc1C(=O)C1CCCN(Cc2ccn[nH]2)C1 (configuration not stated)	9%	-22	i	-62*	12%	-23%	2%	-0.3
Cn1c(O)c(C=NCc2cccs2)c(=O)n(C)c1=O	11%	-10	i	-11	-10%	-3%[57.5 µM]	0%	0.0
O=C1NC(=O)N(c2cccc(Cl)c2)C(=O)/C1=C\c1ccc(Sc2nc3ccccc3[nH]2)o1	1%	-14	i	-18	-3%	-1%	-12%	-0.8
CCc1nnc(NC(=O)CCc2nc(C3=CCN(C)CC3)no2)s1	3%	-7	i	-22	-1%	27%[57.5 µM]	-4%	-2.7
Cc1ccc(N)c(C)c1	1%	2	i	19	-6%	-23%	0%	0.6
CC(NCC#Cc1ccccc1)C(O)c1ccccc1 (configuration not stated)	4%	-7	i	8	2%	?	0%	0.1
COc1ccc(C(CNC(=O)Cc2ccc(Cl)c(Cl)c2)N(C)C)cc1 (configuration not stated)	5%	-13	i	-2	20%	i	-7%	-1.9
CCCCc1nc2ccccc2c(=O)n1-c1ccccc1O	-3%	-1	i	-1	-8%	i	1%	-2.3
Cc1cc(C=C2C(=O)NC(=S)NC2=O)c(C)n1C1CCCC1	-3%	2	i	5	-2%	-35%[inhibitor]	1%	2.3
Fc1cccc(CCNCc2ccccn2)c1	4%	0	i	?	-2%	-24%	-1%	-0.1
CC[C@]12C=CCN3CCC4(c5cc(Br)c(OC)cc5N(C)C4[C@@](O)(C(=O)OC)[C@@H]1OC(C)=O)C32 (some centres not stated)	0%	-2	i	8	-7%	-15%	-8%	0.3
CC(NC(C)(C)C)C(=O)c1cccc(Cl)c1 (configuration not stated)	3%	-25&2	i	-7	13%	-24%	3%	0.3
C#CCN(C)[C@H](C)Cc1ccccc1	1%	5&-14	i	1	-5%	-17%	1%	-0.9
O=C1NC2C(=CC(O)C(O)C2O)c2cc3c(cc21)OCO3 (configuration not stated)	2%	5	i	6	14%	-14%	nt	0.5
CN(C)P(=O)(NC(=O)c1cccn1C)N(C)C	3%	-4	i	6	28%	-12%	0%	2.4
O=C1NC(=O)C(=Cc2c(Cl)cccc2Cl)C(=O)N1	9%	6	i	0	10%	-27%	nt	-3.8
COc1ccc(CC(=O)N(C)C2CCCN(Cc3ccccc3F)C2)cc1OC (configuration not stated)	12%	-3	i	-17	-8%	i	-2%	-5.4
CCOC(=O)[C@]12Cc3cc(OC)ccc3[C@H]1N(C1CCCCC1)C(=O)c1cc(OC)ccc12	10%	-7	i	?	-23%	-60%[inhibitor]	nt	-1.1
O=C(Nc1cc(Cl)cc(Cl)c1)N1Cc2ccccc2-n2nncc2C1	11%	-4	i	1	4%	-53%	nt	1.0
O=[N+]([O-])c1ccc(C(=Nc2ccccc2)N2CC2)cc1	2%	-12	i	-29	11%	-6%	nt	-1.3
Clc1ccccc1C1=NCc2nncn2-c2sc(Br)cc21	16%	-4	i	1	1%	-2%	nt	-1.5
COc1ccc(N=C(C)c2c(O)[nH]c(=O)[nH]c2=O)cc1	7%	-3	i	-11	5%	-87%[inhibitor]	-4%	0.9
CCN1C[C@@]2(COC)C3[C@@H](OC)[C@H]4[C@@H]1[C@@]3(C1C[C@@]3(O)[C@H](OC(=O)c5ccccc5)C1[C@]4(OC(C)=O)[C@@H](O)[C@H]3OC)[C@@H](OC)C[C@H]2O (some centres not stated)	-4%	18	i	11	0%	i	nt	0.3
O=C(Cc1cccc(C(F)(F)F)c1)N1CCN(CC(=O)N2CCCC2)CC1	2%	-3	i	7	-2%	i	0%	0.0
C[C@H]1[C@H](OC(=O)CCC(=O)NCc2ccc(C(=O)O)cc2)O[C@@H]2O[C@@]3(C)CC[C@H]4[C@H](C)CC[C@@H]1C24OO3	2%	-5	i	1	-13%	-68%[inhibitor]	-1%	-1.0
C=C1C[C@]2(O)[C@@]3(C)CCC(=O)C(C)(C)C3=C(O)C(=O)[C@@]2(C)[C@@H]2C(=O)O[C@@](C)(C(=O)OC)C(=O)[C@@]12C	8%	14	i	-8	6%	-2%	nt	-4.8
